PME-1 primary – blocks human protein phosphatase methylesterase 1; Q9Y570; recombinant PME-1, FP-Rh probe fluorescence polarization; inhibition, % at 5.9 µM; 320,000 compounds, 0.53% hits;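 active means inhibition above the campaign mean of all compounds plus 3 SD, cut at about 26% in these data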;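 further: competitive labeling of PME-1 active site by serine hydrolase directed probe; 0% = PME-1 with DMSO and 100% = wells lacking PME-1 enzyme; inhibitors block probe labeling so polarization falls and inhibition rises; many of its hits are not listed in these tables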
Target sequence (Q9Y570 whole entry, looked up): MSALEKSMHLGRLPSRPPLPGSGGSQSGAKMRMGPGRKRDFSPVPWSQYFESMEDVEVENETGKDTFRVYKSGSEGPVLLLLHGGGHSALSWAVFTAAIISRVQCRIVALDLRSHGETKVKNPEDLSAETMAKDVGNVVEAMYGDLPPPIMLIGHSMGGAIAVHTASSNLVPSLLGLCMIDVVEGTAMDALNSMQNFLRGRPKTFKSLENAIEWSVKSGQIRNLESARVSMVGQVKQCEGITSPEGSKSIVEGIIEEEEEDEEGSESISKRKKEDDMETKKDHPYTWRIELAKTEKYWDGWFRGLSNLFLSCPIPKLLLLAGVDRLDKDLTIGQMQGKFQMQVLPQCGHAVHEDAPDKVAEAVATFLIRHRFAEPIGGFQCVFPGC
PAFAH1B3 inh – PAFAH1B3 (human) inhibition; Q15102; recombinant PAFAH1B3, FP-rhodamine probe, fluorescence polarization; inhibition, % at 3.39 µM; 340,000 compounds, 0.28% hits;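 active means inhibition above the screen-wide average of all tested compounds plus 3 SD, cut at about 25% in these data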;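 further: 0% = enzyme with DMSO only and 100% = wells lacking PAFAH1B3 protein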
LYPLA1 inh – blocks human lysophospholipase 1, a PME1 counter-screen. AID 2174. inhibition, % at 5.9 µM. recombinant LYPLA1, FP-Rh probe fluorescence polarization. 320,000 compounds, 0.16% hits. O75608;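 active means inhibition above the mean of all tested compounds plus 3 SD, set per campaign, cut at about 14% in these data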;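 further: inhibitors block serine hydrolase probe labeling of LYPLA1 so polarization falls; 0% = enzyme with DMSO and 100% = wells lacking LYPLA1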
Fam108B inh – blocks mouse Fam108B hydrolase in RBBP9 counter-screen; inhibition, % at 9.51 µM; 300,000 compounds, 0.33% hits; recombinant Fam108B, FP-Rh probe fluorescence polarization;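 active means inhibition above the screen mean inhibition plus 3 SD, computed separately per campaign, cut at about 18% in these data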;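 further: inhibitors lower polarization as less probe binds the enzyme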
PAFAH2 FP inh – PAFAH2 (human) inhibition. Q99487. 340,000 compounds, 0.99% hits. inhibition, % at 3.39 µM. recombinant PAFAH2, FP-rhodamine activity probe, fluorescence polarization;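 active means inhibition above the mean over all tested compounds plus 3 SD, cut at about 30% in these data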;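 further: inhibitors block probe labeling of enzyme so polarization drops; 0% = enzyme with DMSO and 100% = wells lacking PAFAH2 protein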
PAD4 FP inh – blocks human protein arginine deiminase 4 | Q9UM07 | recombinant PAD4, RCA probe fluorescence polarization | inhibition, % at 6.36 µM | 330,000 compounds, 0.41% hits;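 active means percent inhibition above a cutoff equal to the mean of all tested compounds plus 3 SD, cut at about 15% in these data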;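 further: 0% = PAD4 with RCA probe and DMSO and 100% = probe without PAD4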
PAFAH1B2 FP inh – blocks human PAF acetylhydrolase 1b catalytic subunit 2; P68402; recombinant PAFAH1B2, FP-rhodamine activity probe, fluorescence polarization; inhibition, % at 3.39 µM; 340,000 compounds, 1.2% hits; AID 492953;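 active means inhibition above the mean of all tested compounds plus 3 SD, cut at about 24% in these data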;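 further: 0% = enzyme with DMSO and 100% = wells lacking PAFAH1B2; many of its hits are not listed in these tables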
Target sequence (P68402 whole entry, looked up): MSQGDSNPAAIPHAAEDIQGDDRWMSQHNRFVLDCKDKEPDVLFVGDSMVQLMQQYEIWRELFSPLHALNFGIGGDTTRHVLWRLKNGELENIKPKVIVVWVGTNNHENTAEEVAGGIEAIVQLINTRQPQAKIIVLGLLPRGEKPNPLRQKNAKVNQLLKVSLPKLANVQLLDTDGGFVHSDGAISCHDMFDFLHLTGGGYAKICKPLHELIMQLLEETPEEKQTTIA
GSTO1 inh – counter-screen for RBBP9 inhibitors: inhibitors of human GSTO1; AID 1974; inhibition, % at 5.96 µM; P78417; 300,000 compounds, 1.1% hits; recombinant GSTO1, activity-based probe fluorescence polarization;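 active means inhibition above the campaign mean inhibition plus 3 SD, cut at about 35% in these data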;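 further: 0% = GSTO1-1 with DMSO and 100% = wells lacking GSTO1-1 enzyme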
Target sequence (P78417 whole entry, looked up): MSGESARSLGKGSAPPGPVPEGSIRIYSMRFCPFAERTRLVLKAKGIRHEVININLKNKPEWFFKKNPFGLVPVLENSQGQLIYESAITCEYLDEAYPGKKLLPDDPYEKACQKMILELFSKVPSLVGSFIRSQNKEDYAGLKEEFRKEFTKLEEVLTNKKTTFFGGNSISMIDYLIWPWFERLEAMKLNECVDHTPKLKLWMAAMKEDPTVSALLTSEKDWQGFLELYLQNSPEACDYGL
pPAFAH inh – inhibitors of human plasma PAF acetylhydrolase (pPAFAH); Q13093; recombinant pPAFAH, FP-rhodamine probe fluorescence polarization; inhibition, % at 3.39 µM; 330,000 compounds, 1.5% hits; AID 463082;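 active means inhibition above the mean inhibition across the screen plus 3 SD, cut at about 25% in these data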;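 further: inhibitors block binding of the rhodamine activity-based probe so polarization drops; 0% = enzyme with DMSO and 100% = wells lacking pPAFAH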
Starred values were filed as active, the others as inactive; nt = no result given. Some of the compounds tested; the hit share may differ from the screen's.

SMILES | PME-1 primary | PAFAH1B3 inh | LYPLA1 inh | Fam108B inh | PAFAH2 FP inh | PAD4 FP inh | PAFAH1B2 FP inh | GSTO1 inh | pPAFAH inh
CN(C)C(=O)CCc1ccc2c3c([nH]c2c1)[C@]1(CCc2ccccc2)[C@@H](C(=O)N2CCCCC2)C[C@H](CC(=O)NCCC2=CCCCC2)C(=O)N1CC3 | nt | 5 | nt | nt | -3 | -4 | 4 | nt | 5
CC(=O)c1ccc(NC(=S)N2CCN(CCO)CC2)cc1 | -2 | 4 | 1 | 3 | -2 | -1 | 4 | 5 | 4
Cc1c(/C=N/NC(=O)c2cc(C(C)(C)C)[nH]n2)c2ccccc2n1C | 7 | 6 | 4 | 2 | 8 | -1 | 1 | 3 | 5
COc1ccc(CCNC(=O)CSC2=Nc3ccccc3C3=NC(C(C)C)C(=O)N23)cc1OC (centres undefined) | 0 | 1 | -2 | 4 | 1 | 0 | -5 | 0 | 0
O=C(CSc1n[nH]c(=O)n1-c1cccnc1)Nc1ccccc1Cl | 9 | -3 | -1 | 0 | -4 | 0 | 0 | 2 | 4
CC(C)NC(=O)c1noc2cc([N+](=O)[O-])ccc12 | 2 | 4 | 1 | -3 | -3 | -4 | -2 | 2 | 2
O=C(COc1ccc(S(=O)(=O)Nc2ccccc2)cc1)N1CCOCC1 | -4 | 3 | 1 | 1 | 5 | -5 | -2 | -4 | 27*
CCOc1cc(C2NC(=O)CCC2[N+](=O)[O-])cc(Br)c1OC (centres undefined) | -5 | 2 | -1 | 0 | 1 | 3 | 3 | -5 | 6
CC(=O)Nc1ccc(S(=O)(=O)N/N=C/c2cccnc2)cc1 | 0 | 1 | 1 | 2 | 0 | 3 | -6 | 2 | 0
O=c1c2ccccc2nc2c3ccccc3c(NCc3cccnc3)nn12 | 6 | 10 | -5 | 0 | 2 | 1 | 1 | -12 | -3
COc1ccc(N(CC(=O)Nc2cc(C)ccc2C)S(=O)(=O)c2ccccc2[N+](=O)[O-])c(OC)c1 | -3 | 4 | -1 | -9 | -6 | -12 | 1 | -5 | 29*
N#CCC(=O)N/N=C/c1ccc(N2N=C(c3ccccc3)CC2c2ccccc2)cc1 (centres undefined) | -11 | 1 | -18 | 13 | 0 | -49 | 6 | -9 | 23
COc1ccc(N2C(=O)CSC23C(=O)N(CC(=O)NC2CCCC2)c2ccccc23)cc1 (centres undefined) | 2 | 9 | -4 | 0 | 8 | 16* | 7 | -4 | 1
COc1cccc(CN2CCN(S(=O)(=O)c3ccc(Br)cc3)CC2)c1 | -5 | 1 | -1 | -2 | 4 | 2 | 15 | 0 | -2
CCCCc1nc(NCCNC(=O)c2ccco2)c(C#N)c2c1CSC(C)(C)C2 | -6 | nt | -9 | -4 | nt | -1 | nt | -14 | 7
CSc1ccc(S(=O)(=O)N2CCC(C(=O)Nc3ccc(NC(C)=O)cc3)CC2)cc1 | 5 | 4 | 4 | 3 | 5 | 4 | 2 | -5 | 1
CC(=O)Nc1c(-c2ccccc2)nc2ccc(Cl)cn12 | 0 | 9 | -2 | 1 | -4 | 3 | 3 | 12 | -2
Cn1ccc(C(=O)N/N=C/c2cccnc2)n1 | -9 | 11 | 0 | 2 | -5 | 0 | 0 | 4 | -5
COc1ccc(C(=O)Nc2cc3c(cc2C#N)OCO3)cc1S(=O)(=O)NCc1ccco1 | -9 | 1 | 2 | 1 | -1 | 3 | -1 | 3 | -5
Cc1cccc(N(C)c2cc(C)nc3nc(C)nn23)c1 | -1 | 1 | -2 | -2 | -4 | 5 | -5 | 0 | -3
CC(=O)c1c(C)nc(-c2ccc(Cl)cc2Cl)n1O | 2 | -2 | -3 | 2 | 3 | 3 | 5 | 5 | -3
CC(C)CN(C(=O)COC(=O)C12CC3CC(CC(Cl)(C3)C1)C2)c1c(N)n(Cc2ccccc2)c(=O)[nH]c1=O | -5 | 4 | 0 | -3 | -4 | -3 | 12 | 0 | 6
Cc1cccc(NS(=O)(=O)c2cccc(C(=O)N3CCN(S(=O)(=O)c4ccccc4)CC3)c2)c1 | 14 | 5 | -1 | 0 | 6 | 0 | 29* | 8 | 10
COC(=O)NNC(=O)C12CC3CC(CC(C3)C1)C2 | -1 | 7 | 3 | -3 | 3 | 3 | 8 | 2 | -3
COc1ccc(NC(=O)CCNC(=O)Cn2cnc3sc4c(c3c2=O)CCCC4)c(OC)c1 | 1 | 6 | -7 | -1 | -6 | -2 | 9 | 9 | 2
CCOc1ccc2[nH]c3c(NCCN(C)C)ncnc3c2c1 | -5 | 7 | -1 | -7 | -3 | 0 | 6 | -7 | 6
OC(COCc1ccc2c(c1)OCO2)CN1CCN(Cc2ccccc2)CC1 (centres undefined) | 0 | 7 | -4 | 0 | 0 | -2 | -1 | 13 | 0
COc1ccccc1CNC1CCN(Cc2ccccc2)CC1 | -3 | 10 | -3 | -1 | 6 | -6 | 4 | 4 | 5
Cc1nc2ccccc2nc1N1CCOCC1 | -3 | -7 | 2 | 6 | -5 | 2 | 3 | -4 | 0
CCCCOC(=O)c1ccc(NC(=O)C(=O)NCc2ccncc2)cc1 | 1 | 3 | 3 | 0 | -4 | 1 | 5 | 2 | 8
O=C(CCl)N1N=C(c2ccco2)CC1c1ccco1 (centres undefined) | 1 | 3 | 4 | -2 | 19 | 0 | -2 | 90* | 14
Cc1ccc(C(=O)Sc2cccccc2=O)cc1 | 1 | 1 | 4 | 1 | 3 | 1 | 6 | 37* | 16
CC1CC(C)CN(C(=O)c2ccncc2)C1 (centres undefined) | -1 | 11 | -6 | 3 | 6 | 5 | -3 | -4 | 0
COC(=O)Nc1ccc(S(=O)(=O)Nc2cc(OC)nc(OC)n2)cc1 | 1 | 9 | -2 | 6 | -1 | -2 | 4 | 2 | -1
C=CC[C@@H](CC(=O)NCCO)C(=O)N[C@@H](COC(=O)[C@@H](CC=C)CC(=O)OC(C)(C)C)Cc1ccccc1 | nt | 7 | nt | nt | 9 | 0 | 1 | nt | 0
Cc1cc2nc(C3CCN(Cc4nnnn4Cc4cccs4)CC3)[nH]c2cc1C | -2 | -3 | 4 | 7 | 7 | -1 | 7 | 7 | 12
Cc1cc(C)c(/C=N/NC(=O)c2nnn(-c3nonc3N)c2CN2CCC(C)CC2)c(C)c1 | -16 | 8 | -14 | -12 | -15 | -3 | 6 | 1 | -4
Cc1nc(CSc2ccccc2)cc(=O)[nH]1 | 3 | 4 | 1 | 3 | -2 | 2 | -1 | 6 | 0
O=C(/C=C/Nc1ccc(Br)cc1F)c1ccco1 | -2 | 7 | 0 | -1 | 2 | -7 | 3 | -2 | -1
Clc1ccc(N=c2ssnc2Cl)cc1 | -3 | 10 | -3 | 0 | 2 | -8 | 10 | 3 | 4
Cc1ccc(C)c(NS(=O)(=O)c2ccc3oc(=O)ccc3c2)c1 | -1 | 2 | -1 | -2 | -4 | 2 | 0 | 8 | 5
O=C(Nc1ccc(-c2nc3ccccc3o2)cc1)c1ccc(N2CCOCC2)c([N+](=O)[O-])c1 | -3 | -1 | -8 | 20* | -2 | -1 | 2 | 2 | -6
O=C(Nc1ccc(Cl)cc1)Nc1ccccc1CC[N+](=O)[O-] | -5 | 5 | -6 | -4 | 3 | 0 | 10 | -1 | 6
COc1cc(SC)ccc1C(=O)N1CCN(S(=O)(=O)/C=C/c2ccccc2)CC1 | 10 | -2 | -2 | nt | -3 | 2 | -5 | nt | 2
CCNC(=O)N1CCOCC1 | -3 | -2 | 1 | -8 | 1 | -6 | -2 | -4 | -10
COc1cccc(-c2nc(CS(=O)(=O)CC(=O)N3CCOCC3)c(C)o2)c1 | -1 | 8 | -2 | 3 | 9 | 0 | 8 | -3 | 5
CCCN(CC(=O)Nc1ccccc1C)C(=O)c1ccc(N2CCCC2)c([N+](=O)[O-])c1 | 5 | 8 | 1 | 0 | 7 | -4 | 3 | -4 | 18
c1ccc(CN2c3ccccc3-c3nc4ccccc4n3C2c2ccccn2)cc1 (centres undefined) | -5 | 2 | -2 | 5 | 7 | -3 | 6 | 10 | 2
COc1cccc(-n2c(SCC(=O)N3CCCCC3)nc3c([nH]c4ccccc43)c2=O)c1 | 0 | -5 | 1 | 1 | 0 | -6 | 3 | -1 | 1
COc1ccc(C(=O)N2CCN(C)C(C)C2)cc1OC1CCN(C(C)=O)CC1 (centres undefined) | 0 | 3 | -2 | 1 | 4 | -6 | 6 | 4 | 0
Cc1ccccc1C(=O)c1cn[nH]c1-c1ccccc1O | -1 | 4 | 0 | 2 | -9 | 0 | 3 | 3 | 4
Cc1cccn2c(=O)c(C=O)c(Cl)nc12 | 2 | -2 | 0 | -4 | 4 | -1 | 3 | -4 | 4
COc1cccc(N2CCN(c3ccc([N+](=O)[O-])cn3)CC2)c1 | 4 | 14 | 2 | -1 | 3 | -3 | 3 | -6 | 5
COc1ccc(-n2ccnc2CN2CCCC(CO)(Cc3cccc(OC)c3)C2)cc1 (centres undefined) | 2 | 8 | -1 | 1 | 8 | 1 | 2 | 4 | 3
Cc1cc(/C=N/NC(=O)C(O)(c2ccccc2)c2ccccc2)c(C)n1-c1ccc(C(=O)O)cc1 | -6 | 4 | -4 | 1 | 10 | -9 | 0 | -1 | 7
O=C(CSc1nnc2ccccn12)NCc1ccco1 | -3 | 10 | 0 | -2 | 2 | 0 | -1 | 5 | -5
Cc1ccn2c(C(=O)CSc3ccc(Cl)cc3Cl)c(C)nc2c1 | -2 | 7 | -1 | -7 | 1 | 1 | 3 | 6 | 6
COc1cc(C(=O)O/N=C2/C=C(C)C(=O)C=C2C)cc(OC)c1OC | -4 | 13 | 1 | 2 | 0 | 2 | 0 | 0 | 6
COc1cc(NC(=O)c2ccc(CNc3c(N4CCCC4)c(=O)c3=O)cc2)cc(OC)c1OC | -8 | 2 | 2 | 3 | -9 | -4 | 7 | 22 | 2
O=c1[nH]c(O)c(N=Nc2ccc(Cl)c(S(=O)(=O)Nc3ccccc3Cl)c2)c(=O)[nH]1 | nt | 1 | nt | nt | 19 | 1 | 10 | nt | 9
The results go on.
SMILES | PME-1 primary | PAFAH1B3 inh | LYPLA1 inh | Fam108B inh | PAFAH2 FP inh | PAD4 FP inh | PAFAH1B2 FP inh | GSTO1 inh | pPAFAH inh
COC(=O)CNC(=O)C1CCN(S(=O)(=O)c2cccc3nsnc23)CC1 | 1 | 3 | -2 | 1 | 0 | 1 | 0 | 3 | 4
O=C(Nc1ccc(Cl)cc1)Nc1cc(S(=O)(=O)N2CCOCC2)ccc1N1CCCC1 | 0 | 5 | -11 | 14 | 8 | 2 | 1 | -2 | 9
Cc1ccc(-c2nc(C)sc2CC(=O)Nc2nnc(C)s2)cc1 | -2 | 5 | 2 | -4 | 1 | -3 | 7 | 1 | -1
CCOC(=O)c1c(C)oc(C)c(C(=O)OCC)c1=O | 3 | 0 | 3 | -5 | 3 | 2 | 3 | 5 | -1
COc1ccc(C(=O)COC(=O)CCCC(=O)NC2CCCCC2)cc1 | 4 | 11 | 0 | 8 | 10 | 1 | 1 | 0 | 13
COC(=O)c1c(-c2ccc(N(C)C)cc2)sc2ccc(OC)cc12 | nt | 10 | nt | nt | 5 | 2 | 5 | nt | 13
CCN(CC(=O)Nc1ccc2c(c1)OCCO2)C(=O)c1cccc(S(=O)(=O)N2CCOCC2)c1 | 5 | 5 | 1 | 0 | -1 | -6 | -6 | 5 | 6
O=C(Nc1ccccc1Cl)O/N=C/c1ccncc1 | -3 | 13 | -3 | 1 | 10 | 4 | -1 | 3 | 3
